# Tau ThT inhib – tau fibrillization inhibition (ThT binding); P10636; recombinant tau K18 P301L, heparin-induced fibrillization, ThT fluorescence; Potency, µM (top dose mostly 57.4 µM), without a hit: at the highest dose activity, negative = inhibition, actives largely listed as inhibitors; 2.1% of 270,000 active; note: % is set by controls: 0 for no effect and ±100 for the full control effect; nearly all actives have a fitted effect of over 55% in size
# Target sequence (P10636 561-689 P618L limits assumed): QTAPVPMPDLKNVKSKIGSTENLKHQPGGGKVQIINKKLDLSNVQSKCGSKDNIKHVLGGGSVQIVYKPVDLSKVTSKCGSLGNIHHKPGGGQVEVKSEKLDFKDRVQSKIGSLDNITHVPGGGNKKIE
#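 Aggregation was driven by heparin (20 uM final) acting on recombinant tau […] bearing P301L in 100 mM sodium acetate pH 7; fibrils were detected with Thioflavin T.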
# HttQ103 aggreg – inhibitors of mutant huntingtin aggregate formation in PC12 cells. PC12 HttQ103-GFP aggregates, Acumen cytometry, 40 h. Potency, µM (series often up to 46.1 µM), for inactives: at the highest dose activity change, negative = inhibition, hits mostly inhibitors. 1.1% of 220,000 active. AID 1688; note: % is set by controls: 0 for no effect and ±100 for the full control effect; nearly all actives have a fitted effect of over 60% in size
#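 PC12 cells stably carrying ecdysone-inducible HTT exon 1 Q103–GFP were induced with tebufenozide (100 nM final) and treated with library compounds in titration. GFP aggregates in lysates were counted by laser scanning cytometry.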
# ALDH1A1 inh – inhibitors of human aldehyde dehydrogenase 1A1; AID 1030; Purified ALDH1A1, NADH fluorescence, propionaldehyde substrate; Potency, µM (titrated, usually from 75.3 µM), for inactives: at the top dose activity, negative = inhibition, hits mostly inhibitors; 7.3% of 220,000 active; P00352; active = well fitted inhibition curve with a large enough effect, not every such curve was filed as active; inconclusive = small, poorly fitted or top-dose-only effect, or another doubt; inactive = no such curve, though single readings can be large or run the other way;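 note: plate controls were no enzyme wells and a reference inhibitor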
# HTT ATP protect – cytoprotection in Huntington HTT-Q103 PC12 cell model; PC12 HTT-Q103 induced, cytoprotection, ATP luminescence, 40 h; Potency, µM (doses to about 56.4 µM), for inactives: cytoprotection (ATP increase), actives largely listed as activators; 0.14% of 230,000 active; AID 1471;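 note: % of control where 0% means no effect; nearly all actives have a fitted effect of over 45% in size; toxic huntingtin expression switched on by the ecdysone agonist tebufenozide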
#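 Huntington model: PC12 line, ecdysone-inducible HTTQ103 exon1–GFP, tebufenozide 100 nM. Test articles in a dose series. Endpoint luminescence from cellular ATP.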
# KDM4E inh – blocks human JMJD2E demethylase activity; JMJD2E catalytic domain, FDH-coupled NADH fluorescence (FDH is formaldehyde dehydrogenase); B2RXH2; Potency, µM (titrated, usually from 57.1 µM), without a hit: top-dose activity change, negative = inhibition, hits mostly inhibitors; 1.6% of 230,000 active; active = well fitted inhibition curve with a large enough effect, not every such curve was filed as active; inconclusive = small, poorly fitted or top-dose-only effect, or another doubt; inactive = no such curve, though single readings can be large or run the other way;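 note: 0% = wells with enzyme and -100% = buffer wells without enzyme; nearly all actives have a fitted effect of over 50% in size; many of its hits are not listed in these tables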
# Target sequence (B2RXH2 1-337 limits assumed): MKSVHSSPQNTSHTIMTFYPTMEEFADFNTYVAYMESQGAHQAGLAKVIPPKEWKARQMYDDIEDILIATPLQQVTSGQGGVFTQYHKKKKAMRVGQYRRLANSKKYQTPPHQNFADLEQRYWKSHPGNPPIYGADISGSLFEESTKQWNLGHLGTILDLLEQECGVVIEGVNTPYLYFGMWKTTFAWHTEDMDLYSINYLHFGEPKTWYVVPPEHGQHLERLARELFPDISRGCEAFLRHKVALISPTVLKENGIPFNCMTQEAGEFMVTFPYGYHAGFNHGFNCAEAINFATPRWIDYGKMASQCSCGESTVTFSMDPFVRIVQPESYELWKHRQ
# Tau fluor counter – counter-screen for tau fibril formation inhibitors | tau K18 P301L (four-repeat tau fragment) Alexa594 fluorescence, heparin fibrillization | Potency, µM (highest dose often 57.7 µM), inactives show at the top dose activity change, negative = decrease | 0.93% of 280,000 active | AID 1463; note: % is set by controls: 0 for no effect and ±100 for the full control effect; nearly all actives have a fitted effect of over 55% in size
#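 Human K18 P301L tau (15 uM unlabeled plus 0.24 uM Alexa 594-labeled, final) in 100 mM sodium acetate pH 7 was mixed with compound and 20 uM heparin and incubated 6 hr at 37 C.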
# SMN2 splice up – enhancers of SMN2 splice variant expression; Potency, µM (highest dose often 46.1 µM), for inactives: at the top dose activity change, positive = activation, most hits filed as activators; HEK293 SMN2-luciferase splicing reporter, luminescence, 30-36 h; 2.8% of 210,000 active; note: % of control where 0% means no effect; nearly all actives have a fitted effect of over 55% in size
#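 HEK293 cells carry an SMN2 minigene-luciferase reporter in which exon 7 inclusion puts luciferase in frame. Cells were seeded at 2000 cells/well, attached for 10-12 hours, then exposed to compounds for 30-36 hours at 37C before ONE-Glo luminescence.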
# Tau fibril FP – inhibitors of human tau fibril formation | P10636 | AID 1468 | Potency, µM (highest dose often 57.7 µM), for inactives: top-dose activity, negative = inhibition, usual class: inhibitors | K18 P301L tau heparin fibrillization, Alexa594 FP, 6 h | 0.39% of 280,000 active; note: % is set by controls: 0 for no effect and ±100 for the full control effect; nearly all actives have a fitted effect of over 55% in size
#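 Read-out: fluorescence polarization of Alexa 594-labeled tau (0.24 uM), 555 nm excitation, 632 nm emission. Mixtures held 15 uM unlabeled K18 P301L, compound and 20 uM heparin, pH 7 acetate buffer, incubated 6 hr at 37 C.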
# * hit, by the source's call; ? = inconclusive; . = no result given; & = joins results of further samples; [ ] = another dose, or the depositor's remark. Unless noted, calls come from the whole dose curve; as a rule, active = well fitted curve in the direction sought with a large enough effect; inconclusive = small, poorly fitted or top-dose-only effect, or another doubt; inactive = no such curve, though single readings can be large; an effect the other way counts as inactive or inconclusive. Potency is the fitted concentration of half-maximal effect.
SMILES,Tau ThT inhib,HttQ103 aggreg,ALDH1A1 inh,HTT ATP protect,KDM4E inh,Tau fluor counter,SMN2 splice up,Tau fibril FP
O=C(C1CCCN(S(=O)(=O)c2cccc3cccnc23)C1)N1CCN(c2ccc(F)cc2)CC1 (stereo not given),?,-3.9%,-1.6%,-17.9%,-11.7%,-16.7%,-21.4%,-1.8%
c1ccc2c(NCC3CCCO3)nc(-c3ccncc3)nc2c1 (stereo not given),0.2%,-7.7%,-1.2%,-24.8%,2.0%,-1.0%,0.6%,-0.6%
Cc1c(Cl)cccc1N(Cc1ccc(C(=O)O)cc1)S(=O)(=O)c1ccccc1,-5.5%,-12.2%,1.7%,-15.4%,-3.0%,4.8%,2.9%,4.3%
Cc1ccc(C)c(NC(=S)NCCCN2CCOCC2)c1,-3.2%,-22.2%,9.5%,-14.0%,2.0%,-3.1%,1.2%,-3.4%
CC1(C)Oc2ccc3ccc(=O)oc3c2/C(=C/N)C1=O,-14.5%,?,8.0%,1.3%,0.7%,-16.6%,1.3%,-5.2%
COc1cc2cc[n+]3cc4c(OC)c(OC)ccc4cc3c2cc1OC,?,.,-2.0%,-5.9%,-18.8%,?,-15.2%,?
COC(=O)[C@H](CC(C)C)NC(=O)NCCCc1ccccc1,10.3%,-7.9%,3.8%,.,3.9%,5.6%,12.2%,1.2%
O=C(NC1CCCC1)C(c1ccncc1)N(Cc1ccccc1)C(=O)c1ccc(-c2ccccc2)[nH]1 (stereo not given),-13.9%,?,22.4µM*,-12.8%[10 µM],-3.0%,-8.5%,?,4.1%
O=C(NCc1ccc(F)cc1)C1(c2cccs2)CCOCC1,6.0%&-1.4%,6.2%,7.4%,26.3%[10 µM],1.6%,4.1%&-2.8%,-16.6%,-6.3%&-3.8%
CCOC(=O)c1ccc2[nH]c(C)c(CCC(C)=O)c(=O)c2c1,?,-1.5%,?,-4.5%,?,2.0%,-16.9%,2.8%
CC(C)(C)C(=O)[C@@H]1[C@@H]2C(=O)N(Cc3ccccc3)C(=O)[C@@H]2[C@H]2c3ccccc3C=CN12,?,9.3%[9.22 µM],?,0.8%,-26.0%,-18.9%,7.6%,4.8%
O=C(c1cccc(C(F)(F)F)c1)N(c1ccccn1)C1CCCCC1,-8.3%,-10.1%,4.0%,-23.7%,0.5%,-14.3%,-13.8%,-0.1%
COCCNS(=O)(=O)c1ccc2c(c1)C(=O)c1cc(S(=O)(=O)NCCOC)ccc1-2,-16.8%,14.1%,26.7%,-9.7%,5.9%,-9.2%,-20.1%,14.7%
Cc1nc(C(=O)NCCC(C)C)sc1C1(C)CC(c2cccc([N+](=O)[O-])c2)=NO1 (stereo not given),?,?,.,7.8%[10 µM],-3.0%,?,.,8.3%
CCn1nc([N+](=O)[O-])c(C(C#N)c2nc3ccccc3n2C)c(Cl)c1=O (stereo not given),11.2µM*,9.7%,10.7%,11.1%[10 µM],-5.1%,?,-6.2%,-1.0%
Cc1cccc(-n2c(Cc3ccccc3)nnc2SCc2ccc([N+](=O)[O-])cc2)c1,-13.0%,-3.9%,?,15.3%[10 µM],-11.4%,-8.6%,-23.0%,5.0%
CC(C)c1ccc(NC(=O)N2CCc3ccccc3C2)cc1,?,-7.5%,-6.7%,.,-2.6%,-15.1%,12.6µM*,-1.1%

# Ordered by the number under Tau ThT inhib (falling): three of the compounds above
canonical_smiles	Tau ThT inhib
Cc1c(Cl)cccc1N(Cc1ccc(C(=O)O)cc1)S(=O)(=O)c1ccccc1	-5.5%
O=C(NC1CCCC1)C(c1ccncc1)N(Cc1ccccc1)C(=O)c1ccc(-c2ccccc2)[nH]1 (stereo not given)	-13.9%
CC1(C)Oc2ccc3ccc(=O)oc3c2/C(=C/N)C1=O	-14.5%

# Rewritten with two lines to a compound: part of the list above.
# Every second line gives: Tau ThT inhib	HttQ103 aggreg	ALDH1A1 inh	HTT ATP protect	KDM4E inh	Tau fluor counter	SMN2 splice up	Tau fibril FP
> O=C(C1CCCN(S(=O)(=O)c2cccc3cccnc23)C1)N1CCN(c2ccc(F)cc2)CC1 (stereo not given)
    ?	-3.9%	-1.6%	-17.9%	-11.7%	-16.7%	-21.4%	-1.8%
> c1ccc2c(NCC3CCCO3)nc(-c3ccncc3)nc2c1 (stereo not given)
    0.2%	-7.7%	-1.2%	-24.8%	2.0%	-1.0%	0.6%	-0.6%
> Cc1c(Cl)cccc1N(Cc1ccc(C(=O)O)cc1)S(=O)(=O)c1ccccc1
    -5.5%	-12.2%	1.7%	-15.4%	-3.0%	4.8%	2.9%	4.3%
> Cc1ccc(C)c(NC(=S)NCCCN2CCOCC2)c1
    -3.2%	-22.2%	9.5%	-14.0%	2.0%	-3.1%	1.2%	-3.4%
> CC1(C)Oc2ccc3ccc(=O)oc3c2/C(=C/N)C1=O
    -14.5%	?	8.0%	1.3%	0.7%	-16.6%	1.3%	-5.2%
> COc1cc2cc[n+]3cc4c(OC)c(OC)ccc4cc3c2cc1OC
    ?	.	-2.0%	-5.9%	-18.8%	?	-15.2%	?
> COC(=O)[C@H](CC(C)C)NC(=O)NCCCc1ccccc1
    10.3%	-7.9%	3.8%	.	3.9%	5.6%	12.2%	1.2%
> O=C(NC1CCCC1)C(c1ccncc1)N(Cc1ccccc1)C(=O)c1ccc(-c2ccccc2)[nH]1 (stereo not given)
    -13.9%	?	22.4µM*	-12.8%[10 µM]	-3.0%	-8.5%	?	4.1%
> O=C(NCc1ccc(F)cc1)C1(c2cccs2)CCOCC1
    6.0%&-1.4%	6.2%	7.4%	26.3%[10 µM]	1.6%	4.1%&-2.8%	-16.6%	-6.3%&-3.8%

# High-throughput results (PubChem)

# This is a subset; rates above refer to the full screens.
